F508del corr = CFTR F508del correction in bronchial cells | CFBE cells, YFP halide quenching; stimulated with forskolin plus potentiator P3; % fluorescence drop versus neutral controls | 350,000 tested, 0.36% active | activity (quench increase), % at 7.58 µM;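 active means mean added fluorescence quench of at least 8% versus neutral control, with both replicates also reaching 8%; inconclusive means only one of the mean or replicate conditions met; inactive means mean below 8% and not both replicates reaching 8%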;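 further: cells transiently co-express mutant CFTR-F508del with the halide-sensitive YFP; corrector assay measuring rescue of mutant channel to the surface after 24 h compound exposure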
ERp5 inh = inhibitors of human ERp5; Q15084; ERp5 insulin aggregation, absorbance 650 nm, 90 min; inhibition, % at 9.99 µM; 350,000 tested, 0.05% active;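 active means mean replicate inhibition above about 25%, with every replicate also reaching it, limit read from the data, passing the limit was not always enough; inconclusive means only one of those two criteria met; inactive means neither criterion met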
Target sequence (Q15084 whole entry, looked up): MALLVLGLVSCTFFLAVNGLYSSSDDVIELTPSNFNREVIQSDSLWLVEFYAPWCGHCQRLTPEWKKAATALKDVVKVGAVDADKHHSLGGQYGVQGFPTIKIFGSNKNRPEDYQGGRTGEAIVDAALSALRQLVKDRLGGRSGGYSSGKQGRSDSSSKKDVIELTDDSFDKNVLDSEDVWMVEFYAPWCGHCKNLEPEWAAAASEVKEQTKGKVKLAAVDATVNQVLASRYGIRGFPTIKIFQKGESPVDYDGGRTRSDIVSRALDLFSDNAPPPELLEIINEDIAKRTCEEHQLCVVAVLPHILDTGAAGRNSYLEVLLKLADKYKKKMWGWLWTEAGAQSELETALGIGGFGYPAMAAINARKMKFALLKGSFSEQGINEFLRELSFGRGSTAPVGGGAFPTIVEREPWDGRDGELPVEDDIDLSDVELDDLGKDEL
ARNT TACC3 PPI = ARNT/TACC3 interaction disruption | Q9Y6A5 | AlphaScreen His-ARNT PAS-B/GST-TACC3 binding, luminescence; TACC3 fragment carries E629A point mutation | inhibition, % at 9.99 µM | 390,000 tested, 0.66% active;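 active means mean inhibition of replicates at least 50% and at least half of replicates each reaching 50%; inconclusive means half or more replicates reach 50% but mean below 50%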;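 further: 0% = complete ARNT plus TACC3 wells and 100% = ARNT alone without TACC3; many hits fall short of the cut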
INS-1E GSIS act = primary screen for activators of insulin secretion dependent on glucose, INS-1E cells, GLuc reporter luminescence; INS-1E GLuc reporter insulin secretion, 2-3 h; activation, % at 16.6 µM; 370,000 tested, 0.61% active; AID 743287;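 active means lowest replicate activation of at least 40%, so every replicate reaches that level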;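 further: 0% = median of neutral control wells and 100% = median of IBMX positive control wells; some compounds called inactive have numbers as strong as hits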
DENV2 CPE = inhibitors of DENV2 cytopathic effect. CPE inhibition, % at 9.99 µM. DENV2-infected cells, cytopathic effect rescue, plate reader. 350,000 tested, 1.7% active; in the data active means CPE inhibition above about 20%, passing the limit was not always enough; inconclusive means no clear call, values can overlap the other calls; tested in BHK-21 cells;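 further: 0% = median of neutral control wells and 100% = median of positive control wells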
PAX8 inh HTS = PAX8 transcriptional activity inhibition; RMG-I TPO-luciferase reporter, SteadyGlo, 24 h; AID 652154; inhibition, % at 12.6 µM; 360,000 tested, 1.2% active;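 active means mean replicate inhibition at least 60% with every replicate also reaching 60%; inconclusive means only one of the two criteria is met; inactive means mean below 60% and not all replicates reaching 60%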;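 further: luciferase light reporting Pax8 driven TPO promoter activity; plate controls were median of neutral control wells for no effect and mitoxantrone controls for full effect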
Xi reactivation = X-chromosome reactivation activator; activation, % at 7.58 µM; XiGFP mouse fibroblasts, % GFP-positive cells imaging, 3 d; cells co-treated with 5-aza-dC sensitizer; scaled so ellipticine positive control = 100%; AID 743238; 360,000 tested, 0.055% active;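 active means mean normalized replicate activation at least 10% and every replicate at or above 10%; inconclusive means only one of the two criteria met; inactive means mean below 10% and not all replicates reach 10%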;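 further: 0% = median of on-plate neutral control wells and 100% = ellipticine 6 µM median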
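Material: XiGFP fibroblasts, SV40-immortalized. Buffer or medium: DMEM plus 5-aza-dC sensitizer. Compound: single concentration per compound, delivered by pin transfer. Times: 3 days compound exposure. Controls: ellipticine 6 µM.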
EWS-Fli block = EWS/Fli transcriptional activity inhibition. A673 NR0B1-luciferase reporter, viability-normalised. inhibition, % at 12.6 µM. 350,000 tested, 0.67% active. AID 651661;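 active means mean inhibition of at least 50% after viability correction, with every replicate also passing that limit; inconclusive means mean reaches 50% but only one of two replicates passes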;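 further: firefly luciferase signal divided by Alamar Blue viability fluorescence both relative to DMSO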
* = called active by the depositor; ? = inconclusive; . = no result given.

SMILES	F508del corr	ERp5 inh	ARNT TACC3 PPI	INS-1E GSIS act	DENV2 CPE	PAX8 inh HTS	Xi reactivation	EWS-Fli block
C[C@@H]1CN([C@H](C)CO)C(=O)c2cccc(NC(=O)C3CCOCC3)c2O[C@H]1CN(C)C(=O)Nc1cccc2ccccc12	4.6	1	-2	-3	10	18	0.0	2
COc1ccc(NC(=O)COC(=O)c2ccc(S(=O)(=O)N3CCCCCC3)cc2)c(OC)c1	-2.1	3	1	3	-4	-6	0.3	-5
Cc1ccc(S(=O)(=O)N2CCCCC2)cc1NC(=O)c1cccs1	-0.1	-5	.	3	2	5	0.2	5
O=C(C[C@H]1C[C@H]2c3cc(NC(=O)CC4CC4)ccc3O[C@H]2[C@@H](CO)O1)NCC(F)(F)F	5.8	-8	-4	8	9	-18	0.3	0
O=C(N/N=C/c1ccc2ncccc2c1)c1cccc([N+](=O)[O-])c1	-2.1	2	-7	0	-5	-60	0.3	-63
O=C(N[C@@H]1CC[C@H](CC(=O)N2CCOCC2)O[C@H]1CO)c1ccccn1	-2.1	4	1	4	2	.	-0.2	.
CN(C)S(=O)(=O)c1ccc(NC=C(C#N)C#N)cc1	2.0	5	-1	37	0	10	0.2	6
Cc1ccc(-c2nc(C=Nc3ccc(O)cc3)c(O)o2)cc1	1.1	3	19	12	1	17	-0.1	40
O=C(COc1ccccc1[N+](=O)[O-])N(Cc1cccc(Br)c1)C1CCS(=O)(=O)C1 (configuration not stated)	-1.8	6	0	-8	11	29	0.0	2
O=C1C2CCCN2C(c2ccccc2)N1c1cccc(Cl)c1 (configuration not stated)	2.8	0	1	2	-9	-28	0.1	1
CCC(=O)Nc1ccc2c(c1)C(=O)N(C)[C@H]1CC[C@@H](CC(=O)N[C@@H](C)c3ccccc3)O[C@@H]1CO2	0.3	4	2	17	?	7	0.2	1
CNCC(O)COc1cccc(OC)c1 (configuration not stated)	-2.9	-2	-15	-4	0	15	0.0	-1
O=C(C[C@@H]1C[C@@H]2c3cc(NC(=O)CC4CC4)ccc3O[C@@H]2[C@@H](CO)O1)NCc1ccccc1	-3.1	-7	-6	-6	3	4	0.2	1
COc1nccc(-c2ccc(F)cc2)c1C#N	3.1	2	1	15	-1	6	0.0	-4
O=C(NCCN1CCOCC1)c1ccccc1N1C(=O)[C@@H]2Cc3c([nH]c4ccccc34)C(c3ccccc3)N2C1=O (some centres not stated)	-0.8	-3	1	-6	8	.	.	16
N#CC(C#N)=C1C(=O)N(CCN2CCOCC2)c2ccccc21	-0.2	1	9	-12	-1	21	0.0	45
COc1ccc(NC(=O)N(C)C[C@@H]2OCCCC[C@@H](C)Oc3ccc(NS(=O)(=O)c4cn(C)cn4)cc3C(=O)N([C@H](C)CO)C[C@@H]2C)cc1	3.7	12	-7	9	-2	-1	0.0	-16
O=C(O)c1cc(S(=O)(=O)Nc2ccc3cn[nH]c3c2)ccc1Br	-6.3	-4	.	3	-7	11	0.4	-6
CC(=O)c1ccc(N2CCN(C(=S)NCc3ccco3)CC2)cc1	-1.2	8	0	5	20	8	0.0	-16
COc1ccc(CN(C)C[C@H]2Oc3ccc(NC(=O)Cc4ccccc4)cc3C(=O)N([C@@H](C)CO)C[C@H]2C)cc1	2.9	-3	-1	-12	1	4	-1.0	.
CC(C)C[C@@H](CNCC(=O)[C@H](Cc1ccccc1)NC(=O)c1[nH]cnc1C(=O)N[C@@H](C)CN)NC(=O)c1nc[nH]c1C(=O)N[C@@H](CC(=O)O)C(=O)O	2.5	1	3	12	-8	7	0.0	-6
CC(=O)Nc1cc(Cl)c(N=Cc2ccc(O)cc2O)cc1Cl	-0.2	1	.	14	.	26	0.3	0
CC(OC(=O)c1ccc([N+](=O)[O-])o1)C(=O)Nc1nc(-c2ccc(F)c(F)c2)cs1 (configuration not stated)	3.7	1	9	-53	7	-142	0.0	-87
COc1ccc(Nc2ccc(N3C(=O)CCCC3=O)cc2[N+](=O)[O-])c(OC)c1	.	.	24	-3	.	-2	0.4	.
Cc1noc(C)c1NC(=O)N(C)C[C@@H]1Oc2ccc(NC(=O)Cn3cnnn3)cc2CC(=O)N([C@H](C)CO)C[C@H]1C	0.7	.	1	3	-8	-12	-0.1	-18

A run of entries taken from the entries so far, as a working copy:
SMILES	F508del corr	ERp5 inh	ARNT TACC3 PPI	INS-1E GSIS act	DENV2 CPE	PAX8 inh HTS	Xi reactivation	EWS-Fli block
CC(OC(=O)c1ccc([N+](=O)[O-])o1)C(=O)Nc1nc(-c2ccc(F)c(F)c2)cs1 (configuration not stated)	3.7	1	9	-53	7	-142	0.0	-87
COc1ccc(Nc2ccc(N3C(=O)CCCC3=O)cc2[N+](=O)[O-])c(OC)c1	.	.	24	-3	.	-2	0.4	.
Cc1noc(C)c1NC(=O)N(C)C[C@@H]1Oc2ccc(NC(=O)Cn3cnnn3)cc2CC(=O)N([C@H](C)CO)C[C@H]1C	0.7	.	1	3	-8	-12	-0.1	-18

(more compounds)
SMILES	F508del corr	ERp5 inh	ARNT TACC3 PPI	INS-1E GSIS act	DENV2 CPE	PAX8 inh HTS	Xi reactivation	EWS-Fli block
COc1ccc(CNC(=O)C(=O)N2CCC3(CC2)OCCN3S(=O)(=O)c2ccc(C)cc2)cc1	2.6	0	2	18	-6	2	0.2	0
COc1ccc(Br)c(C(=O)OCC(=O)N2CCc3ccccc32)c1	-1.3	2	-3	-4	0	13	0.1	-3
C=CCOc1nc2c(c(=O)n(C)c(=O)n2C)n1Cc1ccc(Cl)cc1	.	.	-12	-36	.	8	0.2	.
CCN(CC)S(=O)(=O)c1ccc(C(=O)N2CCN(C(=O)c3ccco3)CC2)cc1	-1.2	-5	-5	4	.	4	0.2	2
O=C(Nc1ccc(-n2cnnn2)cc1)c1cccc(S(=O)(=O)N2CCCC2)c1	3.3	-6	.	8	-3	-7	-0.1	-15
CNC(=O)Nc1cccc2cccnc12	-0.1	-3	0	1	-6	-2	0.1	19
CC(C)CCN1NC2(CCC(C)CC2)NC1=S (configuration not stated)	-0.1	5	5	0	1	22	0.0	10
O=C(/C=C/c1ccc(N2CCCCC2)c([N+](=O)[O-])c1)c1ccc(S(=O)(=O)N2CCCC2)cc1	.	-4	-8	.	3	-3	0.3	13
CC1(NC(=S)Nc2ccc(NC(=S)NC3(C)CCS(=O)(=O)C3)cc2)CCS(=O)(=O)C1 (configuration not stated)	-0.4	0	.	0	0	1	0.1	-7
Cn1c(=O)n(C)c2cc(NS(=O)(=O)c3ccc(C(C)(C)C)cc3)ccc21	1.8	-4	-4	-15	5	17	0.2	24
CN(C[C@H]1N[C@H](CO)[C@@H]1c1ccc(-c2cccnc2)cc1)C(=O)NC1CCCC1	0.0	0	.	-4	1	.	-0.1	7
CN1CCN(c2ccc(NS(=O)(=O)c3ccc(Cl)cc3)cn2)CC1	-2.4	3	6	0	3	2	0.0	-4
CCOC(=O)CSc1nc2sc3c(c2c(=O)n1-c1ccccc1)CCN(C(C)C)C3	2.5	8	-5	-24	-5	11	0.3	13
COC(CNC(=O)C(=O)Nc1cc2c3c(c1)CCN3C(=O)CC2)OC	-2.4	10	1	2	-5	-21	0.0	1
NC(=O)[C@]1(Cc2ccccc2)N=C(c2ccc(OCCCO)cc2)O[C@@H]1c1ccccc1	1.2	-1	-10	.	-10	.	.	8
COc1ccccc1S(=O)(=O)N(C)C[C@H]1OCc2cn(nn2)CCCC(=O)N([C@@H](C)CO)C[C@H]1C	0.1	13	2	3	-8	.	0.2	-2
Cc1cc(C)n(CC(C)NC(=O)c2cc(COc3ccc(F)c(F)c3)on2)n1 (configuration not stated)	1.9	5	-9	-15	0	-133	0.2	-74
CNc1nc(Cl)nc2ncn(C)c12	2.0	-8	2	-5	3	-5	0.0	-2
COc1cccc(S(=O)(=O)N2CC[C@H]3[C@@H](CO)N(C)c4ccc(C#Cc5ccc(F)cc5)cc4[C@H]32)c1	1.6	-2	-13	14	-12	85*	0.0	5
C[C@H](CO)N1C[C@H](C)[C@@H](CN(C)Cc2ccc(Cl)c(Cl)c2)Oc2c(NC(=O)NC3CCCCC3)cccc2C1=O	1.1	1	1	-28	?	.	-0.1	1
COc1ccccc1-c1cnc2c(c1)C(=O)N([C@H](C)CO)C[C@H](C)[C@H](CN(C)Cc1ccncc1)O2	-0.4	6	-6	9	-4	.	0.0	-1
C[C@H](CO)N1C[C@H](C)[C@H](CN(C)Cc2ccccc2)Oc2ccc(NC(=O)C3CCCCC3)cc2CC1=O	-0.5	2	1	-1	-14	-14	0.2	8
O=C(Cc1ccncc1)NCC[C@H]1CC[C@H](NC(=O)C2CCC2)[C@@H](CO)O1	-2.3	2	5	11	10	-10	-0.2	4
CN1CCN(C(=O)Nc2ccc3c(c2)N(C)C(=O)c2ccccc2S3)CC1	-3.5	-4	-14	-12	9	2	0.3	1
CCOC(=O)c1nn(-c2ccccc2)c(C(=O)OCC)c1N	1.0	-3	-5	38	17	.	.	5
O=C(Nc1ccccc1)C1=C[C@@H](c2ccc(Br)cc2)C[C@@H](OCCCCO)O1	0.0	-9	0	-2	2	-2	0.1	-66
CCN(CC)CCCN=C1N[C@@H](c2cccc(C(F)(F)F)c2)C(C(=O)OC)=C(C)N1CC	-1.1	4	-2	9	-1	-5	0.4	7
O=C(COC(=O)c1ccccc1C(=O)c1ccc(Cl)cc1)NCc1ccccc1	.	0	-1	-29	0	-2	0.0	-2
COC(=O)C1=C(C)N(CC2CC2)C(=O)N[C@H]1c1ccc(Br)cc1	0.9	-7	.	-1	-24	18	-0.2	2

Four of the compounds above, field by field:
Structure: Cn1c(=O)n(C)c2cc(NS(=O)(=O)c3ccc(C(C)(C)C)cc3)ccc21
- F508del corr: 1.8
- ERp5 inh: -4
- ARNT TACC3 PPI: -4
- INS-1E GSIS act: -15
- DENV2 CPE: 5
- PAX8 inh HTS: 17
- Xi reactivation: 0.2
- EWS-Fli block: 24
Structure: O=C(Cc1ccncc1)NCC[C@H]1CC[C@H](NC(=O)C2CCC2)[C@@H](CO)O1
- F508del corr: -2.3
- ERp5 inh: 2
- ARNT TACC3 PPI: 5
- INS-1E GSIS act: 11
- DENV2 CPE: 10
- PAX8 inh HTS: -10
- Xi reactivation: -0.2
- EWS-Fli block: 4
Structure: COc1ccc(CNC(=O)C(=O)N2CCC3(CC2)OCCN3S(=O)(=O)c2ccc(C)cc2)cc1
- F508del corr: 2.6
- ERp5 inh: 0
- ARNT TACC3 PPI: 2
- INS-1E GSIS act: 18
- DENV2 CPE: -6
- PAX8 inh HTS: 2
- Xi reactivation: 0.2
- EWS-Fli block: 0
Structure: CC(C)CCN1NC2(CCC(C)CC2)NC1=S (configuration not stated)
- F508del corr: -0.1
- ERp5 inh: 5
- ARNT TACC3 PPI: 5
- INS-1E GSIS act: 0
- DENV2 CPE: 1
- PAX8 inh HTS: 22
- Xi reactivation: 0.0
- EWS-Fli block: 10

Source: PubChem BioAssay

Compounds were not picked by outcome. Share with any hit: about 4.2%.
